mIAP inh: inhibitors of mouse IAP, primary screen, biochemical, luminescence, uHTS; intestinal alkaline phosphatase [Mus musculus]; purified mouse IAP, CDP-Star luminescence, 30 min; inhibition, % at 10 µM; hit rate 0.2% among 330,000; AID 2806, 2010;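 active = inhibition of at least 40% at 10 µM in the primary screen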;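 note: plate controls were DMSO with enzyme for no effect and no enzyme wells for full effect; values of inactives mirror those of a sister screen read the other way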
tim10-1 inh: growth inhibitors of tim10-1 mutant yeast, primary screen, luminescence, uHTS. S. cerevisiae tim10-1 ts strain growth, BacTiter-Glo, 24 h. inhibition, % at 20 µM. hit rate 2.2% among 330,000. AID 463190, 2010;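 active = inhibition of at least 40%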;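 note: mutant grown at 25 °C; 0% = DMSO wells with yeast and 100% = wells holding no yeast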
NALP3 yeast inh: NALP3 inflammasome inhibitors in reconstituted yeast, primary screen, luminescence, uHTS. Yeast reconstituted NLRP3/ASC/caspase-1, beta-gal luminescence, 24 h. inhibition, % at 10 µM. hit rate 0.39% among 330,000. AID 2825, 2010;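 active = inhibition of 50% or more; inactive = inhibition below 50%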;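 note: plate controls were induced DMSO wells for no effect and uninduced yeast grown without galactose for full effect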
hIAP activ: human IAP activators, primary screen, biochemical, luminescence, uHTS; activation factor at 10 µM; purified human IAP, CDP-Star luminescence, 30 min; hits give high values; 1 = vehicle-only enzyme, 0 = enzyme-free background; Intestinal-type alkaline phosphatase (Homo sapiens), P09923; hit rate 0.16% among 330,000;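 active = activation factor of the enzyme at least 2-fold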; note: the source names both 10 and 20 µM as test concentration; values of inactives mirror those of a sister screen read the other way
Target sequence (P09923 whole entry, looked up): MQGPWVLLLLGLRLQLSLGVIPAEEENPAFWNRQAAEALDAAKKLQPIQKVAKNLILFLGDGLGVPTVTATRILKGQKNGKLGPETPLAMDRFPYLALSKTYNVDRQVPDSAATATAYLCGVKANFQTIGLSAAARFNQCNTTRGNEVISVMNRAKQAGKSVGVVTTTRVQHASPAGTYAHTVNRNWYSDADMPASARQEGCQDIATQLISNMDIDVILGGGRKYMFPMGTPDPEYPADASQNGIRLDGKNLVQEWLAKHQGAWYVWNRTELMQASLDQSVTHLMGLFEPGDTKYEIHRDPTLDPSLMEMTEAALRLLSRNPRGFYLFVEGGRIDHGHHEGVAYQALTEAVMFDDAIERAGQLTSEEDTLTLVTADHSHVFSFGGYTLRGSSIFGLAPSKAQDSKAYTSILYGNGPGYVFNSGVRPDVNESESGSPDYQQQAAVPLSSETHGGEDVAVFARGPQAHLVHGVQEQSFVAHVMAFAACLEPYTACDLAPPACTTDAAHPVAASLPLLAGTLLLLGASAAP
TIM10 inh: growth inhibitors of isogenic TIM10 control yeast, primary screen, counter-screen for tim10-1 yeast inhibitor project, luminescence, uHTS | S. cerevisiae TIM10 strain growth, BacTiter-Glo luminescence, 24 h | inhibition, % at 10 µM | hit rate 1.4% among 330,000;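 active = inhibition of 40% or more at the single tested concentration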;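 note: wild-type TIM10 isogenic control strain grown at permissive 25 °C; 0% = DMSO yeast wells and 100% = minimal medium wells without yeast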
mIAP act: activators of mouse IAP, primary screen, biochemical, luminescence, uHTS | muIAP, CDP-Star luminescence, 30 min; hits give high values; 1 = vehicle-only enzyme signal, 0 = enzyme-free wells | intestinal alkaline phosphatase [Mus musculus] | hit rate 0.24% among 330,000 | AID 2805, 2010 | activation factor at 10 µM;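 active = activation factor of at least 2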; note: the source names both 10 and 20 µM as test concentration; values of inactives mirror those of a sister screen read the other way
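System: mouse IAP enzyme. Reagent: CDP-Star chemiluminescent phosphatase substrate. Benchmarks: DMSO wells, no-enzyme wells. Times: 30 min enzyme-substrate-compound incubation at room temperature. Detection: luminescence from enzymatic CDP-Star hydrolysis. Doses: test compounds delivered from DMSO solution.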
ATG4B inh: ATG4B protease inhibitors, primary screen, biochemical, fluorescence, uHTS; hit rate 0.51% among 340,000; Cysteine protease ATG4B (Homo sapiens), Q9Y4P1; ATG4B cleavage of LC3-PLA2, NBD-HPC fluorescence, 1 h; inhibition, % at 8.33 µM; in the data active = inhibition above about 40%
Target sequence (Q9Y4P1 whole entry, looked up): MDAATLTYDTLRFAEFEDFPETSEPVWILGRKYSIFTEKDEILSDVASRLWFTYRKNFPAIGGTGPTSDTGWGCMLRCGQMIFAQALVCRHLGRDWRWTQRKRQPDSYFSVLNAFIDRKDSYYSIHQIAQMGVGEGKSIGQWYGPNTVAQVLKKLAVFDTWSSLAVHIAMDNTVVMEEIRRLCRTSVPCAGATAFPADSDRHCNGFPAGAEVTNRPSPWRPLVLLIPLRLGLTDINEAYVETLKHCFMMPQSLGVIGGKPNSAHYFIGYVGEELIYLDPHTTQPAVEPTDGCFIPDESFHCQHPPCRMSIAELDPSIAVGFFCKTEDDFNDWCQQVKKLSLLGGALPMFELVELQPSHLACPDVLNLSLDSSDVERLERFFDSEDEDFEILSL
hIAP inh: human IAP inhibitors, primary screen, biochemical, luminescence, uHTS; purified IAP, CDP-Star luminescence, 30 min; hit rate 0.12% among 330,000; AID 2544, 2010; inhibition, % at 10 µM;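 active = inhibition reaching a set limit with compound at 10 µM in the primary screen, cut at about 35% in these data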;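 note: plate controls were DMSO wells with enzyme for no effect and no-enzyme buffer wells for full effect; values of inactives mirror those of a sister screen read the other way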
Apaf-1 inh: inhibitors of human Apaf-1 apoptosome, primary screen, biochemical, DEVD-Rh110 fluorescence, uHTS; inhibition, % at 20 µM; Apoptotic protease-activating factor 1 (Homo sapiens), O14727; AID 489030, 2010; hit rate 0.71% among 330,000; reconstituted apoptosome caspase-3 activity; active = inhibition of at least 40% at 20 µM;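 note: plate controls were DMSO wells for no effect and DEVD-CHO caspase inhibitor wells for full effect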
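Material: reconstituted apoptosome with Apaf-1, cytochrome c, caspase-9, procaspase-3, dATP / Buffer or medium: pH 7.5 Hepes buffer with CHAPS, BSA, DTT / Also added: cytochrome c with DEVD-Rh110 / Schedule: compound with Apaf-1, dATP, procaspase-3 30 min, then 50 min reaction, room temperature / Technique: rhodamine 110 fluorescence at Ex 480/Em 540 nm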
Starred values were filed as active, the others as inactive.

Cc1cc(C)c2[nH]c(=O)c(C(c3nnnn3C(C)(C)C)N(Cc3ccco3)CC3CCCO3)cc2c1 (centres undefined) was read as mIAP inh 3, tim10-1 inh 21, NALP3 yeast inh 4, hIAP activ 1.1, TIM10 inh 29, mIAP act 0.97, ATG4B inh -5, hIAP inh -5 and Apaf-1 inh 31.
For O=C(NC1CCCCC1)C(c1ccc(F)cc1)N(CCCN1CCOCC1)C(=O)c1ccc(CN2CCOCC2)o1 (centres undefined) the results were mIAP inh 1, tim10-1 inh -1, NALP3 yeast inh 15, hIAP activ 0.96, TIM10 inh 4, mIAP act 0.99, ATG4B inh 6, hIAP inh 4 and Apaf-1 inh -5.
CCCCCCNCC1OCc2ccccc2CO1 was read as mIAP inh -2, tim10-1 inh -1, NALP3 yeast inh -6, hIAP activ 1, TIM10 inh 7, mIAP act 1, ATG4B inh 1, hIAP inh -4 and Apaf-1 inh -2.
`CN(CC(=O)Nc1cccc(F)c1)CC(=O)Nc1ccccc1Oc1ccccc1` gave mIAP inh -6, tim10-1 inh 27, NALP3 yeast inh 11, hIAP activ 1.1, TIM10 inh 0, mIAP act 1.1, ATG4B inh -1, hIAP inh -6 and Apaf-1 inh 17.
For CCc1[nH]c(=S)c(C#N)c(-c2ccccc2)c1C(=O)OC the results were mIAP inh 11, tim10-1 inh 21, NALP3 yeast inh 7, hIAP activ 0.99, TIM10 inh 2, mIAP act 0.89, ATG4B inh 3, hIAP inh 1 and Apaf-1 inh 15.
O=C(c1ccc(CSc2ccccc2)cc1)N1CCN(c2ccccc2)CC1 was read as mIAP inh 7, tim10-1 inh 45*, NALP3 yeast inh 21, hIAP activ 0.92, TIM10 inh 7, mIAP act 0.93, ATG4B inh 1, hIAP inh 8 and Apaf-1 inh 18.
Screening CCC1(c2ccccc2)NC(=O)N(CC(=O)N2CC(=O)Nc3ccccc32)C1=O (centres undefined) returned mIAP inh 1, tim10-1 inh -5, NALP3 yeast inh 9, hIAP activ 1, TIM10 inh 13, mIAP act 0.99, ATG4B inh -3, hIAP inh -2 and Apaf-1 inh 3.
Screening COc1cc2c(cc1OC)CN(C(=O)C1CCCN1S(=O)(=O)c1ccc(F)cc1)CC2 (centres undefined) returned mIAP inh -15, tim10-1 inh 26, NALP3 yeast inh 9, hIAP activ 0.95, TIM10 inh -5, mIAP act 1.1, ATG4B inh 1, hIAP inh 5 and Apaf-1 inh 8.
`CCc1ccc(NC(=O)CNCc2ccc(OC)c(OC)c2)cc1` gave mIAP inh -5, tim10-1 inh 26, NALP3 yeast inh 21, hIAP activ 1.1, TIM10 inh 2, mIAP act 1.1, ATG4B inh -7, hIAP inh -5 and Apaf-1 inh 11.
O=C(O)Cc1csc(NC(=O)CSc2cccc(C(=O)O)n2)n1 was read as mIAP inh 4, tim10-1 inh -2, NALP3 yeast inh 20, hIAP activ 0.95, TIM10 inh 8, mIAP act 0.95, ATG4B inh -10, hIAP inh 5 and Apaf-1 inh -13.
For OCC1(CCOc2ccccc2)CCN(Cc2cc(Cl)ccc2O)CC1 the results were mIAP inh 11, tim10-1 inh 16, NALP3 yeast inh 27, hIAP activ 1.3, TIM10 inh 7, mIAP act 0.89, ATG4B inh 2, hIAP inh -26 and Apaf-1 inh -4.
O=C(CCc1nc2ccccc2[nH]1)Nc1ccc(F)cc1 was read as mIAP inh 6, tim10-1 inh -14, NALP3 yeast inh -1, hIAP activ 0.93, TIM10 inh 11, mIAP act 0.94, ATG4B inh 10, hIAP inh 7 and Apaf-1 inh -21.
For COc1ccc2oc(C(=O)Nc3nccs3)c(C)c2c1 the results were mIAP inh 3, tim10-1 inh 1, NALP3 yeast inh 15, hIAP activ 1, TIM10 inh -4, mIAP act 0.97, ATG4B inh -2, hIAP inh -2 and Apaf-1 inh 12.
CC(=O)Oc1ccc(/C=C2\N=C(C3CCCCC3)OC2=O)cc1 was read as mIAP inh -13, tim10-1 inh 46*, NALP3 yeast inh 8, hIAP activ 1.1, TIM10 inh 56*, mIAP act 1.1, ATG4B inh 9, hIAP inh -12 and Apaf-1 inh -3.
For COc1cccc(C(=O)NC(=S)Nc2ccc(Cl)c(C(=O)O)c2)c1 the results were mIAP inh 4, tim10-1 inh -13, NALP3 yeast inh 25, hIAP activ 0.95, TIM10 inh 1, mIAP act 0.96, ATG4B inh 5, hIAP inh 5 and Apaf-1 inh -13.
For CSc1ccccc1NC(=O)COC(=O)c1ccc(-n2nc(C)cc2C)cc1 the results were mIAP inh 10, tim10-1 inh 14, NALP3 yeast inh 1, hIAP activ 0.85, TIM10 inh 10, mIAP act 0.91, ATG4B inh 9, hIAP inh 15 and Apaf-1 inh 17.
`CC(C)(C)c1cc(NC(=O)CCSc2nnc3ccccn23)cc(C(C)(C)C)c1` gave mIAP inh -4, tim10-1 inh 7, NALP3 yeast inh 13, hIAP activ 1.3, TIM10 inh 0, mIAP act 1, ATG4B inh -5, hIAP inh -30 and Apaf-1 inh 38.
Screening CC(Sc1nc2ccccc2s1)C(=O)N(C)Cc1ccccc1 (centres undefined) returned mIAP inh -4, tim10-1 inh -43, NALP3 yeast inh 26, hIAP activ 1.1, TIM10 inh -32, mIAP act 1, ATG4B inh -1, hIAP inh -11 and Apaf-1 inh 14.
`CCC(C)n1c(=N)c(C#N)cc2c(=O)n3cccc(C)c3nc21` (centres undefined) gave mIAP inh -5, tim10-1 inh 10, NALP3 yeast inh 15, hIAP activ 1.1, TIM10 inh -25, mIAP act 1.1, ATG4B inh 2, hIAP inh -8 and Apaf-1 inh 4.
For O=C(Nc1ccccc1C(=O)O)c1ccc(CN2C(=O)c3ccccc3C2=O)cc1 the results were mIAP inh -8, tim10-1 inh 7, NALP3 yeast inh 17, hIAP activ 1.2, TIM10 inh 17, mIAP act 1.1, ATG4B inh 9, hIAP inh -21 and Apaf-1 inh 0.
`Cc1ccc2c(C)c(C(=O)Nc3ccc(S(N)(=O)=O)cc3)oc2c1C` gave mIAP inh 2, tim10-1 inh 14, NALP3 yeast inh 16, hIAP activ 0.96, TIM10 inh 6, mIAP act 0.97, ATG4B inh -6, hIAP inh 4 and Apaf-1 inh -12.
For Cc1ccc(C)c(/C(O)=C2\C(=O)C(=O)N(Cc3cccnc3)C2c2cccnc2)c1 (centres undefined) the results were mIAP inh -3, tim10-1 inh 8, NALP3 yeast inh 1, hIAP activ 0.94, TIM10 inh 3, mIAP act 1, ATG4B inh -10, hIAP inh 6 and Apaf-1 inh -7.
Screening COc1ccc(CN2CCCC(C(=O)N3CCc4ccccc4C3)C2)cc1OC (centres undefined) returned mIAP inh -2, tim10-1 inh 8, NALP3 yeast inh 2, hIAP activ 0.89, TIM10 inh 9, mIAP act 1, ATG4B inh -2, hIAP inh 11 and Apaf-1 inh 9.
For Cc1ccc(C)c(-c2csc(Nc3ncccn3)n2)c1 the results were mIAP inh -6, tim10-1 inh 16, NALP3 yeast inh 5, hIAP activ 0.99, TIM10 inh -7, mIAP act 1.1, ATG4B inh 2, hIAP inh 1 and Apaf-1 inh 11.

Pulled by compound from the list above, 2 records:
For CSc1ccccc1NC(=O)COC(=O)c1ccc(-n2nc(C)cc2C)cc1 the results were mIAP inh 10, tim10-1 inh 14, NALP3 yeast inh 1, hIAP activ 0.85, TIM10 inh 10, mIAP act 0.91, ATG4B inh 9, hIAP inh 15 and Apaf-1 inh 17.
CC(=O)Oc1ccc(/C=C2\N=C(C3CCCCC3)OC2=O)cc1 was read as mIAP inh -13, tim10-1 inh 46*, NALP3 yeast inh 8, hIAP activ 1.1, TIM10 inh 56*, mIAP act 1.1, ATG4B inh 9, hIAP inh -12 and Apaf-1 inh -3.

(more compounds)
Cc1nn(-c2ccccc2)c(N2CCCC2)c1/C=N/NC(=S)Nc1cc(C(F)(F)F)ccc1Cl was read as mIAP inh 12, tim10-1 inh 31, NALP3 yeast inh 0, hIAP activ 1.1, TIM10 inh -3, mIAP act 0.88, ATG4B inh -6, hIAP inh -8 and Apaf-1 inh 10.
Screening O=C(/C=C/c1ccco1)NC(=S)Nc1ccc(O)c(-c2nc3ccccc3s2)c1 returned mIAP inh 53*, tim10-1 inh 15, NALP3 yeast inh 16, hIAP activ 1.4, TIM10 inh 16, mIAP act 0.47, ATG4B inh -3, hIAP inh -44 and Apaf-1 inh 16.
`Cc1nnsc1S(=O)(=O)Cc1ccccc1Cl` gave mIAP inh 3, tim10-1 inh 4, NALP3 yeast inh 14, hIAP activ 1, TIM10 inh 7, mIAP act 0.97, ATG4B inh -7, hIAP inh 0 and Apaf-1 inh 4.
O=C1CC(c2ccccc2)CC(O)=C1C=NC1CCCCC1 (centres undefined) was read as mIAP inh -2, tim10-1 inh 12, NALP3 yeast inh 10, hIAP activ 0.91, TIM10 inh 5, mIAP act 1, ATG4B inh 0, hIAP inh 9 and Apaf-1 inh -6.
For COc1ccccc1CC(=O)Nc1ccc([N+](=O)[O-])cc1OC the results were mIAP inh -4, tim10-1 inh 7, NALP3 yeast inh 41, hIAP activ 1.1, TIM10 inh -6, mIAP act 1, ATG4B inh -4, hIAP inh -6 and Apaf-1 inh 10.
Screening CC(=O)Nc1ccc2c(c1)ncn2C1CCCCC1 returned mIAP inh 8, tim10-1 inh 9, NALP3 yeast inh 9, hIAP activ 0.87, TIM10 inh -2, mIAP act 0.92, ATG4B inh -9, hIAP inh 13 and Apaf-1 inh 3.
COc1ccccc1NC(=O)c1cc(N2C(=O)C3C4CCC(C4)C3C2=O)ccc1Cl (centres undefined) was read as mIAP inh 3, tim10-1 inh 23, NALP3 yeast inh 14, hIAP activ 0.97, TIM10 inh 13, mIAP act 0.97, ATG4B inh -2, hIAP inh 3 and Apaf-1 inh 1.
`COc1ccccc1C1SCCN1C(=O)c1ccc([N+](=O)[O-])cc1` (centres undefined) gave mIAP inh 0, tim10-1 inh 42*, NALP3 yeast inh -16, hIAP activ 0.9, TIM10 inh 15, mIAP act 1, ATG4B inh 0, hIAP inh 10 and Apaf-1 inh 2.
For CC(=O)c1cccc(NC(=O)CC2S/C(=N/N=C/c3cccs3)NC2=O)c1 (centres undefined) the results were mIAP inh 9, tim10-1 inh 12, NALP3 yeast inh -1, hIAP activ 1.1, TIM10 inh -2, mIAP act 0.91, ATG4B inh 6, hIAP inh -8 and Apaf-1 inh -4.
For C=CCNC(=S)NNC(=O)C(CCC(C)C)CC(C)O (centres undefined) the results were mIAP inh 4, tim10-1 inh -4, NALP3 yeast inh 17, hIAP activ 1.1, TIM10 inh 6, mIAP act 0.96, ATG4B inh -1, hIAP inh -14 and Apaf-1 inh -5.
For Cc1ccc(NNC(=O)c2ccno2)cc1C the results were mIAP inh 12, tim10-1 inh -17, NALP3 yeast inh -9, hIAP activ 0.95, TIM10 inh 14, mIAP act 0.88, ATG4B inh -9, hIAP inh 4 and Apaf-1 inh -17.
